# Rv3671c inh = Rv3671c serine protease inhibitors, primary screen, biochemical, fluorescence polarization, M. tuberculosis H37Rv. P9WHR9. inhibition, % at 5.96 µM. 0.048% of 320,000 active. AID 2606, 2010; in the data active means inhibition above about 38%;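 further: extracellular domain of Rv3671c used as enzyme; 0% = enzyme with DMSO and 100% = no enzyme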
# Mtb BioA inh = M. tuberculosis BioA enzyme inhibitors, primary screen, biochemical, plate reader, single point, HTS; purified M. tuberculosis BioA enzyme; 0.096% of 360,000 active; inhibition, % at 9.99 µM; 7,8-diaminopelargonic acid synthase BioA (Mycobacterium tuberculosis); in the data active means inhibition above about 40%; inconclusive means no clear call, values can overlap the other calls
# DUSP3 inh = VHR1 phosphatase inhibitors, primary screen, biochemical, absorbance, uHTS; inhibition, % at 13.3 µM; Dual specificity protein phosphatase 3 (Homo sapiens), P51452; 0.52% of 290,000 active; recombinant VHR phosphatase, pNPP absorbance; in the data active means inhibition above about 50%; further: some compounds called inactive have numbers as strong as hits
# Target sequence (P51452 whole entry, looked up): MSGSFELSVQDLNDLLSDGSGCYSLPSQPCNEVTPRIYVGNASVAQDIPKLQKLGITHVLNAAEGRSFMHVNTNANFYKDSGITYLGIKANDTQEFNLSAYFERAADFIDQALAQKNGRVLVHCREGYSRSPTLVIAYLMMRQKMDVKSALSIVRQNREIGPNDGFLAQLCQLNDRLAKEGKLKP
# FBA Mtb inh = Mtb FBA enzyme inhibitors, primary screen, biochemical, fluorescence, strain H37Rv | purified M. tuberculosis FBA, fluorescence read-out | Fructose-bisphosphate aldolase (Mycobacterium tuberculosis (strain ATCC 25618 / H37Rv)), … | 2.3% of 360,000 active | inhibition, % at 1 µM | AID 588726, 2011; in the data active means inhibition above about 27%;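 further: 0% = vehicle and 100% = reference inhibitor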
# Target sequence (P9WQA3 whole entry, looked up): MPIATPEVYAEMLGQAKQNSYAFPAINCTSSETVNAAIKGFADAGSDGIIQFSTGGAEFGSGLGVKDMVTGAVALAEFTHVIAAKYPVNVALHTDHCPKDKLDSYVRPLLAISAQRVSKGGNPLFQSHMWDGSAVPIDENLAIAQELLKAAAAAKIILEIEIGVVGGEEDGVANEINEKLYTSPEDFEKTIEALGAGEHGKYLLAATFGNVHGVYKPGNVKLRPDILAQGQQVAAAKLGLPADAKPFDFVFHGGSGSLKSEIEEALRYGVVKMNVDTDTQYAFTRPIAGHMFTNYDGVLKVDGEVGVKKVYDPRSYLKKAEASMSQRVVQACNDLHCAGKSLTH
# MazF activator = activators of E. coli MazEF toxin-antitoxin RNase, primary screen, biochemical, fluorescence, uHTS; FAM/BHQ RNA-DNA oligo cleavage fluorescence, 5 h; activation, % at 20 µM; AID 504720, 2011; 0.32% of 350,000 active; in the data active means activation above about 50%
# Target sequence (P0AE70 whole entry, looked up): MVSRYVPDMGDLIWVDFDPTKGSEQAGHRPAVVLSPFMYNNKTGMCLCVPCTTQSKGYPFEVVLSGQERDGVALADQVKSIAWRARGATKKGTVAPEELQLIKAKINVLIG
# Mtb UGM inh = M. tuberculosis UGM enzyme inhibitors, primary screen, biochemical, fluorescence polarization, single point. 0.06% of 320,000 active. purified UGM, fluorescence polarization probe displacement. inhibition, % at 10 µM. UDP-galactopyranose mutase (Mycobacterium tuberculosis (strain ATCC 25618 / H37Rv)), …; in the data active means inhibition above about 10%, passing the limit was not always enough; inconclusive means no clear call, values can overlap the other calls
# Target sequence (P9WIQ1 whole entry, looked up): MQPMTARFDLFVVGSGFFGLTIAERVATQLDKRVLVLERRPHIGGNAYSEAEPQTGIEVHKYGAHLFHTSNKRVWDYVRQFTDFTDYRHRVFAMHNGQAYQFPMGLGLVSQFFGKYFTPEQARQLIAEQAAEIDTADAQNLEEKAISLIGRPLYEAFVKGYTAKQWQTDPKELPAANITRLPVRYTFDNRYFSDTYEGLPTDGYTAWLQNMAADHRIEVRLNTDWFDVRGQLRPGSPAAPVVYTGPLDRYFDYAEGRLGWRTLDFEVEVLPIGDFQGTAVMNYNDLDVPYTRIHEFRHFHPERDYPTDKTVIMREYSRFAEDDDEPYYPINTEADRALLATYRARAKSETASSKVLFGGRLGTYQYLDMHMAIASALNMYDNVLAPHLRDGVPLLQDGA
# BoNT-F LC inh = BoNT/F light chain protease inhibitors, primary screen, biochemical, flow cytometry, MLPCN library; Multiplex microsphere protease cleavage assay; 0.22% of 360,000 active; Botulinum neurotoxin type F light chain protease (Clostridium botulinum); inhibition, % at 10 µM; in the data active means inhibition above about 35%, passing the limit was not always enough; inconclusive means no clear call, values can overlap the other calls; further: plate controls were buffer without enzyme for full effect and enzyme alone for no effect
# CCHF vOTU inh = CCHFV vOTU protease inhibitors, primary screen, biochemical, Pep-AMC substrate, fluorescence | Crimean-Congo hemorrhagic fever virus L polyprotein viral ovarian tumor (vOTU) protease … | AID 651958, 2012 | inhibition, % at 11.5 µM | 0.55% of 370,000 active; further: 0% = vehicle wells with enzyme and 100% = no enzyme wells
# FadD28 FP inh = inhibitors of FadD28 bisubstrate probe binding, primary screen, biochemical, fluorescence polarization, single point | inhibition, % at 12.5 µM | 0.22% of 360,000 active; in the data active means inhibition above about 8.5%, passing the limit was not always enough; inconclusive means no clear call, values can overlap the other calls
# GDH-TPI counter = GDH-TPI coupling enzyme inhibitors, primary screen, artefact control for M. tuberculosis FBA inhibitor project, biochemical, absorbance, full deck | GDH-TPI coupled enzyme counterscreen, NADH absorbance | inhibition, % at 4.8 µM | 1.2% of 360,000 active | AID 588335, 2011;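 further: 0% = DMSO wells and 100% = wells lacking the enzyme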
# Active calls of the source: *; ? = inconclusive; / = not tested or not shown; & = joins results of further samples. Unless noted, no stated cut-off is given here; in the data, active means inhibition above about 30%; inactive means the rest.
SMILES,Rv3671c inh,Mtb BioA inh,DUSP3 inh,FBA Mtb inh,MazF activator,Mtb UGM inh,BoNT-F LC inh,CCHF vOTU inh,FadD28 FP inh,GDH-TPI counter
CC(NC(=O)Nc1nnc(C(F)(F)F)s1)N1C(=O)C2C3C=CC(C3)C2C1=O (stereo not given),6,-0.8,36,-1,-3,-0.5,-1,-13,-2.9,-8
O=C(Cc1ccccc1)Nc1cccc(C(=O)N/N=C/c2ccco2)c1,-15,/,8,1,-5,-0.7,1,-1,-5.0,12
CCc1ccccc1-n1nnc(-c2ccccc2)n1,0,0.9,5,0,4,1.6,-13,-2,/,1
CCOC(=O)Cn1c(=O)oc2cc(S(=O)(=O)N3CCCC(C)C3)ccc21 (stereo not given),11,-5.3,-5,1,3,0.6,-4,7,0.8,4
CCc1ccc(NC(=O)CSc2nc(=O)n(CCN(C)C)c3c2CCCC3)cc1,-3,/,/,6,12,0.0,-3,-6,0.7,1
COc1ccccc1NC(=O)C(=O)NCC1CCCN1S(=O)(=O)c1cccs1 (stereo not given),-7,-0.5,/,2,-3,1.8,2,-2,-1.4,6
CC1CCCCN1C(=O)CCn1c(=S)oc2ccccc21 (stereo not given),-6,/,-5,3,1,3.9,/,17,-1.2,-1
COCCNC(=S)NNc1cccc(C(=O)O)c1,5,-2.5,15,1,-2,1.1,0,-7,-0.8,3
COc1cc(/C=C/C(=O)OCC(=O)Nc2cccc(Oc3ccccc3)c2)ccc1O,-19,/,-6,6,7,-2.3,-2,27,-0.9,21
COc1ccc(-c2noc(CN3CCN(c4ccccc4)CC3)n2)cc1,3,0.1,13,0,-2,5.2,-6,11,-1.5,6
CC1(C)Cc2c(cnn2-c2ccccc2)C(NC(=O)c2ccc[n+]([O-])c2)C1 (stereo not given),0,3.2,2,5,-6,1.0,3,-2,/,10
CC1(C)CC(NS(=O)(=O)c2ccc(F)cc2)CC(C)(C)N1,5,-1.7,9,1,-12,-1.2,-5,-8,0.2,0
COc1ccc(CNC(=O)C2CCN(S(=O)(=O)N3CCC4(CC3)OCCO4)CC2)c(OC)c1,-1,-2.7,37,0,-9,3.8,-8,-3,1.2,-1
CN(Cc1ccccc1F)C(=O)c1sccc1-c1ccccc1,-7,-1.7,10,-2,-4,1.9,?,14,-3.4,-1
CC[C@@H](C)C(NC(=O)OC(C)(C)C)c1cn([C@@H](CCCCNC(=O)OC(C)(C)C)C(=O)N2CCN(C(=O)OC(C)(C)C)CC2)nn1 (stereo not given in full),6,-1.1,14,2,-2,1.0,2,25,0.3,7
CCCCN1C(N)=NC[C@@H]1CC1CCCCC1,11,3.3,/,3,22,1.1,-2,5,-1.8,-2
Cc1[nH]n(-c2ccccc2)c(=O)c1-c1ccccc1,-10,1.2,-19,1,36,0.8,/,7,0.6,5
CCC(C)Sc1nnc(NC(=O)c2ccco2)s1 (stereo not given),-3,-2.0,/,-3,0,0.6,?,8,-3.3,25
CCOC(=O)c1c(NC(=O)CCl)sc(C(=O)N(CC)CC)c1C,1,-1.2,5,0,-3,-0.9,-28,20,0.3,12
Cc1ccc(N(CCC(=O)NC(C)(C)C)S(=O)(=O)c2ccc(C)cc2)cc1,8,1.0,13,2,5,-1.9,-5,16,-4.4,7

# Record cards, as listed above. Screens in order: Rv3671c inh	Mtb BioA inh	DUSP3 inh	FBA Mtb inh	MazF activator	Mtb UGM inh	BoNT-F LC inh	CCHF vOTU inh	FadD28 FP inh	GDH-TPI counter
# Profile of CC1(C)Cc2c(cnn2-c2ccccc2)C(NC(=O)c2ccc[n+]([O-])c2)C1 (stereo not given) → 0	3.2	2	5	-6	1.0	3	-2	/	10
# Profile of CCC(C)Sc1nnc(NC(=O)c2ccco2)s1 (stereo not given) → -3	-2.0	/	-3	0	0.6	?	8	-3.3	25

# Further entries.
SMILES,Rv3671c inh,Mtb BioA inh,DUSP3 inh,FBA Mtb inh,MazF activator,Mtb UGM inh,BoNT-F LC inh,CCHF vOTU inh,FadD28 FP inh,GDH-TPI counter
O=C(c1ccccc1)N1CCN(Cc2ccccc2Br)CC1,4,2.1,0,-2,1,0.2,-9,9,-2.2,0
C[C@@H]1CN([C@@H](C)CO)C(=O)CCCn2nncc2CO[C@@H]1CN(C)C(=O)c1cc(-c2ccccc2)on1,/,0.4&1.5&-1.1,/,13,12,/,-12,-2,0.4,-3
CCCC[n+]1cc(=N)o[n-]1,4,/,/,-1,2,-1.5,-7,-14,-4.1,3
CC(C)C(NS(=O)(=O)c1cccc2nsnc12)C(=O)Nc1nccs1 (stereo not given),7,3.1,25,1,7,0.3,0,1,-1.2,8
COc1ccc(-c2nnc(N)s2)cc1,1,1.7,19,6,2,1.6,-5,5,-1.6,-5
COc1cc(CC(=O)N2CCN(S(=O)(=O)c3ccc(C(C)C)cc3)CC2)cc(OC)c1OC,/,-0.2,/,-1,-2,/,-9,7,-2.1,2
Cc1nc2nc3c(cn2n1)C(=O)CC(C)(C)C3,/,/,28,-5,-8,/,-14,-6,-2.6,9
COc1ccccc1OCc1ccc(C(=O)NN)o1,5,-0.2,28,-5,5,-0.5,/,-8,-1.1,13
CN(C)CCCN(C(=O)c1ccc(Br)s1)c1nc2cc3c(cc2s1)OCCO3,4,0.0,/,-1,23,1.4,-3,-12,-4.0,0
Cc1ccc2c(c1)CCCN2C(=O)c1ccc2c(c1)OCO2,-2,/,-23,6,-5,-0.2,-2,7,0.9,15
CC(C)(C)OC(=O)C(Cc1ccc(OC(C)(C)C)cc1)NC(=O)CNC(=O)CNC(=O)OCc1ccccc1 (stereo not given),-7,3.4,18,2,1,3.5,-5,2,-1.6,3
CCc1nnc(NC(=O)CCc2nc(C3=CCN(C)CC3)no2)s1,-4,-5.0,36,0,-7,-0.2,-4,-4,-2.9,-5
COc1ccc(/C=N/N=C2\SC(CC(=O)O)C(=O)N2c2ccccc2)cc1 (stereo not given),11,/,-7,-1,7,1.6,-6,0,-0.8,15
C=C(C)Cn1c(CCNC(=O)CCC)nc2ccccc21,-4,2.0,-11,4,7,-1.3,2,11,0.2,-5
CCCN(Cc1nnc(-c2cccs2)o1)C(=O)CN1C(=O)NC2(CCCCC2C)C1=O (stereo not given),0,0.8,/,3,-1,3.8,-4,-1,-1.1,12
Cc1ccc(C(=O)CN(CCCC(N)=O)C(=O)c2ccncc2)cc1,1,1.0,/,-1,2,-0.5,-6,10,-1.8,3
Cn1nnnc1SCC(=O)N1CCN(c2cccc(Cl)c2)CC1,0,1.3,-2,3,-1,-0.3,-14,20,-1.0,12
COc1ccc(C2=Nc3ccc(C)cc3C(c3ccccc3)N2CC(=O)NN)cc1 (stereo not given),2,/,-5,2,-2,-0.5,-2,0,-10,7
CC(NC(=O)c1cc(COc2ccc(-n3cncn3)cc2)on1)c1ccc(F)cc1 (stereo not given),/,-1.0,/,1,1,/,-1,0,0.2,12
O=C(COC(=O)C1=NNC(=O)CC1)NCCc1ccccc1,-4,-0.9,/,-2,2,3.6,/,6,-2.7,4
COc1ccc(NS(=O)(=O)c2cccc3cccnc23)cc1,3,-2.6,-24,1,3,1.1,-1,1,-2.0,10
COc1ccc2c(c1)c(C(=O)N/N=C/c1cn(C)c3ccccc13)c(C)n2C,0,/,35,-3,13,0.1,?,-9,-1.3,37*
Cc1ccc(Nc2n[nH]c(=S)s2)c(C)c1,/,-0.2,/,-2,0,/,3,-6,-3.7,4
COc1cc2c(cc1OC)CN(C(=O)c1ccc(OC)c(S(=O)(=O)N3CCOCC3)c1)CC2,2,0.6,2,2,-1,6.3,-3,3,-4.8,0
Cc1cc(C)c(OCC(=O)OCC(=O)N(C)C2CCS(=O)(=O)C2)c(C)c1 (stereo not given),-2,1.2,/,1,-6,0.6,3,-9,-2.2,-3
CCOC(=O)Nc1ccc(OCc2nnc3c4ccccc4c(C)nn23)cc1,-5,/,-11,1,9,4.2,-5,-22,-3.8,-3
Cc1ccc(-c2[nH]nc3c2C(C)C(C#N)=C(N)O3)cc1 (stereo not given),-2,0.1,7,2,5,0.1,-3,-9,-1.1,8
C#CCSc1nnc(-c2cccc3ccccc23)o1,-4,/,/,6,0,2.0,0,0,-1.7,15
COc1ccc(Br)cc1C(=O)Nc1cccc(-c2nnc(-c3ccco3)o2)c1,-1,0.1,/,0,-17,-0.7,-11,-6,2.1,15
COc1ccc(NC(=O)c2cc(S(=O)(=O)N3CCCC3)c[nH]2)cc1,0,0.0,10,-2,2,-1.2,-7,4,-4.7,7

# Sorted by molecular weight (rising): part of the list above.
SMILES,Rv3671c inh,Mtb BioA inh,DUSP3 inh,FBA Mtb inh,MazF activator,Mtb UGM inh,BoNT-F LC inh,CCHF vOTU inh,FadD28 FP inh,GDH-TPI counter
Cc1ccc(Nc2n[nH]c(=S)s2)c(C)c1,/,-0.2,/,-2,0,/,3,-6,-3.7,4
C#CCSc1nnc(-c2cccc3ccccc23)o1,-4,/,/,6,0,2.0,0,0,-1.7,15
COc1ccc(NS(=O)(=O)c2cccc3cccnc23)cc1,3,-2.6,-24,1,3,1.1,-1,1,-2.0,10
COc1ccc(NC(=O)c2cc(S(=O)(=O)N3CCCC3)c[nH]2)cc1,0,0.0,10,-2,2,-1.2,-7,4,-4.7,7

# The results go on.
SMILES,Rv3671c inh,Mtb BioA inh,DUSP3 inh,FBA Mtb inh,MazF activator,Mtb UGM inh,BoNT-F LC inh,CCHF vOTU inh,FadD28 FP inh,GDH-TPI counter
CCn1c(=O)c2c(O)cc(=O)oc2c2ccccc21,-9,1.0,25,0,-4,2.7,-2,-3,-1.2,23
COC(=O)c1ccc(CNC(=O)COC(=O)/C=C/c2ccc(OC)c(OC)c2)cc1,1,-2.9,/,14,3,1.2,/,1,0.4,14
c1ccc(CCc2nc(-c3ccncc3)no2)cc1,-3,0.3,-8,1,5,-1.1,6,7,-5.2,-4
CCc1nc2cc(NC(=O)C3(C)CCCN(C(C)C)C3)ccc2o1 (stereo not given),/,-0.1,/,6,/,/,0,-5,-1.9,5
CCCC(=O)NC(=S)Nc1cccc(Cl)c1N1CCCC1,-7,3.2,18,1,3,0.9,-1,-14,-0.6,-1
CC12CC(NC(=O)N1c1ccc(C(=O)N3CCN(c4ccc(F)cc4)CC3)cc1)c1ccccc1O2 (stereo not given),3,0.1,21,-1,0,-2.7,22,17,-1.0,-4
CN1C(=O)NC(c2ccccc2)(C(F)(F)F)S/C1=C(/C#N)c1nnc(N2CCOCC2)n1-c1ccccc1 (stereo not given),2,/,18,1,-8,0.6,-1,2,-0.4,10
O=C(NCC1=C(c2ccc3ccccc3c2)C[C@@H]2CC[C@H]1N2Cc1ccco1)c1ccncc1,/,-0.9,/,-1,5,/,-2,4,-4.5,-10
Cc1cccc2cc(C#N)c(SCC(=O)N3CC(=O)Nc4ccccc43)nc12,-49,-0.3,3,2,38,3.7,10,4,-2.0,4
CCOC(=O)C1(CCc2ccccc2)CCN(Cc2ccc(O)cc2)CC1,-3,3.3,25,0,4,0.0,-4,4,-1.1,1
Cc1cc(SCC(=O)NC2CCCCC2)nc2ccccc12,3,-0.6,5,1,-7,1.5,8,-5,2.9,10
O=c1c(N2CCCCC2)coc2ccccc12,-1,-4.1,34,2,3,-0.8,0,-3,-3.7,3
CCCn1c(=O)c2c(nc3n2CCCN3CCc2ccccc2)n(C)c1=O,7,6.7,13,-2,7,2.6,-9,-6,-1.0,1
CCCCCCOc1ccc(/C=c2\s/c(=C(/C#N)C(=O)NCc3ccco3)n(-c3ccccc3)c2=O)cc1,-4,/,12,-5,-33,-1.1,-3,-4,-2.8,1

# Bioassay records: PubChem BioAssay, several laboratories

# The order is random. Share with any hit: about 4.9%.
